Assay outcomes deposited in PubChem BioAssay by several laboratories.
TROY NFkB inh = inhibitors of TROY-dependent NF-kB signaling. Q293 LMP1-TROYcd NF-kB luciferase reporter, 4 h. inhibition, % at 10 µM. 360,000 tested, 0.98% active. AID 1347056;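 active = compounds whose plate-normalised and pattern-corrected inhibition of the luciferase reporter signal at the single screening dose is 50% or more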
LRH-1 inv ag = NR5A2 inverse agonism in reporter assay | O00482 | HEK293T StAR-luciferase reporter, LRH-1 transfected, 24 h | inhibition, % at 3.6 µM | 360,000 tested, 0.13% active | AID 602396;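 active = inhibition above the mean inhibition of all tested compounds plus 3 SD, cut at about 73% in these data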;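 also: 0% = DMSO wells and 100% = reporter-only cells lacking LRH-1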
Target sequence (O00482 whole entry, looked up): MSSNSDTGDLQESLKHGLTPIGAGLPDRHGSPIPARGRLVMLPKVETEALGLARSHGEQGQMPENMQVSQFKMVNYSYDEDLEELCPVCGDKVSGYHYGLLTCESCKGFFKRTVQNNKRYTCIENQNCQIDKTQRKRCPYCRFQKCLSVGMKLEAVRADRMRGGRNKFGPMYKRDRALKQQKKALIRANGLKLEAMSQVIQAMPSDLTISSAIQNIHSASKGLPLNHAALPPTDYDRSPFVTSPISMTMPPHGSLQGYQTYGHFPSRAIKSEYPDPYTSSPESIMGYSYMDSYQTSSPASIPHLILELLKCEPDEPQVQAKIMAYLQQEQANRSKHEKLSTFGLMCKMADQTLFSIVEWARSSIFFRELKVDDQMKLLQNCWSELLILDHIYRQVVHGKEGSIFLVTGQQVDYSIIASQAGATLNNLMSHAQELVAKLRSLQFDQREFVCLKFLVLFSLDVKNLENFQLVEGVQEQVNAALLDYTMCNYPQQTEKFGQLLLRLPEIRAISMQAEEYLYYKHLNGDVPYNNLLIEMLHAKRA
LMP1 NFkB inh = Epstein-Barr LMP1 NF-kappaB reporter inhibition; 350,000 tested, 0.69% active; LMP1-induced NF-kappaB luciferase reporter cells, luminescence; AID 504558; inhibition, % at 12.5 µM; in the data active = inhibition above about 41%;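 also: 0% = neutral control wells and 100% = reference inhibitor control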
TWEAK-Fn14 inh = inhibitors of TWEAK-Fn14 interaction signaling; 360,000 tested, 2% active; TWEAK-stimulated Fn14 reporter cells, luciferase luminescence, 8 h; AID 1159606; inhibition, % at 10 µM; in the data active = inhibition above about 50%
NCOA1 inh = inhibitors of human steroid receptor coactivator 1 (SRC1) | HEK293 GAL4-SRC1 luciferase reporter, luminescence | 360,000 tested, 0.12% active | inhibition, % at 3.6 µM | Q15788 | AID 588354;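 active = inhibition above the campaign mean plus 3 SD, with each screening campaign given its own cutoff, cut at about 60% in these data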;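 also: 0% = DMSO treated cells and 100% = gossypol at 36 µM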
SRC2 inh = inhibits human steroid receptor coactivator 2; inhibition, % at 9 µM; HEK293 GAL4-SRC2 luciferase reporter, luminescence; 370,000 tested, 0.17% active; Q15596;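 active = inhibition above the mean inhibition of all tested compounds plus 3 SD, set per campaign, cut at about 52% in these data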;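 also: 0% = DMSO treated cells and 100% = cells given Gossypol at 36 µM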
COUP-TFII inh = blocks human COUP-TFII nuclear receptor; P24468; HEK293T NGFI-A luciferase reporter, luminescence; inhibition, % at 8.6 µM; 370,000 tested, 0.7% active; AID 686940;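 active = inhibition above a per-plate cutoff, mean inhibition of test wells between control levels plus 3 SD, cut at about 38% in these data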;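 also: cells cotransfected with COUP-TFII expression vector driving the NGFI-A reporter; 0% = median of COUP-TF2 test wells and 100% = reporter-only cells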
Target sequence (P24468 whole entry, looked up): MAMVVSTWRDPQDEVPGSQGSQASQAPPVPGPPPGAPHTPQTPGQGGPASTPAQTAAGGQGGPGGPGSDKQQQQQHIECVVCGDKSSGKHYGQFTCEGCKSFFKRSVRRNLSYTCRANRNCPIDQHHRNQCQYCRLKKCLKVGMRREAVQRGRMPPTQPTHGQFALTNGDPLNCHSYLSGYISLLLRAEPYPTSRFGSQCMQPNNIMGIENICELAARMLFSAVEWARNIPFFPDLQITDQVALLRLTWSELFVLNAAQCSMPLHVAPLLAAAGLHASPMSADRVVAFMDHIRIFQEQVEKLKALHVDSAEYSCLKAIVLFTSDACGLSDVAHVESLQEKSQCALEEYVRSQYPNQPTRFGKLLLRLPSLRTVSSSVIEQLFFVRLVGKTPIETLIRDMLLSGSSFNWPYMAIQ
KKLEB tox = CF airway cell cytotoxicity counter-screen; 360,000 tested, 0.36% active; KKLEB CF airway cells viability, ATPlite luminescence, overnight; active compounds read low; cells stimulated with P. aeruginosa culture filtrate; activity change (cytotoxicity), % at 5 µM;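 active = corrected activity change at or below -50% at 5 µM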
TRAIL sens C8 = caspase-8 TRAIL sensitization. NB7+C8 cells + TRAIL, ATPlite viability luminescence. inhibition (viability loss, TRAIL sensitization), % at 10 µM. 360,000 tested, 1% active. AID 624354;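 active = compounds causing at least 50% loss of cell viability in the single-dose screen, relative to plate controls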
NCOA3 inh = human NCOA3 inhibition; Q9Y6Q9; HEK293 GAL4-SRC3 luciferase reporter, luminescence; inhibition, % at 3.6 µM; 360,000 tested, 0.17% active; AID 588352;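 active = inhibition above a per-campaign cutoff, the mean of all compounds plus 3 SD, cut at about 60% in these data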;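 also: 0% = DMSO-treated cells and 100% = gossypol-treated cells at 36 µM; higher means less SRC3-driven luciferase light from the GAL4 reporter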
CF NFkB block = cystic fibrosis NF-kB activation inhibition. KKLEB NF-kB-GFP reporter, PAF-induced, GFP fluorescence overnight. inhibition, % at 5 µM. 360,000 tested, 0.86% active. AID 588850;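 active = at least 50% inhibition at 5 µM, scaled per plate between neutral and stimulator controls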;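 also: PAF is a Pseudomonas aeruginosa culture filtrate used as stimulus; plate controls were PAF-stimulated DMSO wells for no effect and unstimulated DMSO wells for full effect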
Numbers without * were called inactive; nt = no result given; & = joins results of further samples. This is a random part of the collection; any-hit rate near 4.2%.

SMILES	TROY NFkB inh	LRH-1 inv ag	LMP1 NFkB inh	TWEAK-Fn14 inh	NCOA1 inh	SRC2 inh	COUP-TFII inh	KKLEB tox	TRAIL sens C8	NCOA3 inh	CF NFkB block
N#Cc1ccc(NC(=O)Cn2c3[n+](c4ccc(C(F)(F)F)cc42)CCCCC3)cc1	-1	14	5	-2	5	-18	1	-2	-2	10	0
CC(=O)c1c(C)[nH]c(C(=O)OCC(=O)N2CCN(S(=O)(=O)c3ccc(C)cc3C)CC2)c1C	20	4	-16	20	13	-13	5	-3	8	7	-22
O=C(CNC(=O)c1ccc(Cl)cc1Cl)OCCOc1ccccc1	21	1	-14	-21	-15	1	-5	-5	-12	-16	17
Cc1ccc2c(Cl)c(C(=O)Nc3cccnc3)sc2c1	-20	-187	-10	58*	-43	11	-11	-4	32	15	47
Cc1ccccc1OCc1nnc(SCC(=O)Nc2ccc3c(c2)OCO3)n1C	0	15	-1	4	-26	0	-8	2	3	-11	-10
O=C(O)CNc1nc(NCc2ccc(Cl)cc2)ccc1[N+](=O)[O-]	-8	18	3	-15	-1	-46	4	4	6	-1	-6
CCCCCCSc1ccc([C@@H]2[C@@H]3C(=O)N(C)C(=O)[C@@H]3[C@]3(C(=O)OC)CCCCN23)cc1OC	-17	10	-2	-3	-47	-13	-3	3	-1	23	18
COc1ccc(N2C(=O)CC(N(Cc3ccc(S(N)(=O)=O)cc3)C(C)=O)C2=O)cc1 (centres undefined)	9	-6	-4	-6	2	-13	-3	16	-18	-16	-14
O=C(NCCN1CCCC1)C1(S(=O)(=O)c2ccc(Cl)cc2)CC1	13	6	4	-19	12	0	6	-7	-14	13	15
c1ccc(Cc2nn3c(COc4ccccc4)nnc3s2)cc1	-18	-24	-4	-19	-12	-1	1	14	-22	0	-15
O=C1CCCC(O)=C1N=Nc1ccc2ncsc2c1	-38	5	-1	-26	-31	-29	-24	-7	9	-31	6
CCc1nc(SCC(=O)NNC(=O)c2ccc(OC)cc2)c2ccccc2n1	1	22	-3	-10	4	-23	3	6	-1	19	-7
O=c1c2ccccc2nc(-c2ccco2)n1/N=C/c1ccco1	17	-4	-12	-1	-11	-30	-8	3	-8	9	-24
COc1ccc(OC)c(NC(=O)CSc2nc3nc(C)cc(C)n3n2)c1	-5	10	8	-3	-12	12	9	2	-1	7	-40
CCOC(=O)c1cc(NC(=O)c2c(C)noc2C)cc(C(=O)OCC)c1	15	32	6	-3	7	3	14	1	-9	20	-9
Cc1cnc(C(=O)OCC(=O)Nc2ccc(Cl)cc2Cl)cn1	3	-14	-3	-9	-28	-5	10	4	-5	5	-2
CCOC(=O)c1ccc(NC(=O)CN2C(=O)CN(C(C)=O)C2=S)cc1	14	10	-9	8	6	-17	7	16	-8	0	-4
COC(=O)CC(NC(=O)Nc1ccccc1F)c1ccc2c(c1)OCO2 (centres undefined)	-8	4	20	1	0	-44	-12	5	4	5	10
COc1ccc(C(=O)Nc2ccccc2C(=O)NC(Cc2ccc(O)cc2)C(=O)NNC(=O)c2ccncc2)cc1 (centres undefined)	-3	-16	-3	9	-3	-20	0	3	9	5	-1
Cn1ccsc1=NC(=O)c1ccc(=O)[nH]c1	-13	21	1	-14	5	-12	2	0	-17	16	18
Cc1ccc(Cn2ccc(-c3cnc(-c4ccccc4)s3)n2)cc1	-1	-27	-1	26	-42	-28	-36	1	11	-36	-9
CC1CCN(CC(O)COCCC23CC4CC(CC(C4)C2)C3)CC1 (centres undefined)	-8	8	-18	-17	6	27	-4	-6	7	11	11
COc1cccc(CNC(=O)c2c(C)nn(-c3ccccc3)c2C)c1	6	-1	-2	6	-38	-11	8	-1	-5	5	0
CCOc1ccc2nc(N(CCN(CC)CC)C(=O)/C=C/c3cccs3)sc2c1	-8	-5	-9	-14	9	-2	-4	-3	14	-27	19
O=C(O)C1C2C=CC(CC2)C1C(=O)O (centres undefined)	-12	0	20	-1	-5	-8	10	-5	-7	21	9
CN(C)c1nc(Oc2ccc(=O)[nH]n2)nc(N2CCOCC2)n1	-2	16	0	24	7	7	10	3	-12	13	2
CC1Cc2ccccc2N1Cc1cccc([N+](=O)[O-])c1 (centres undefined)	7	-13	-11	-5	0	nt	nt	-7	-21	-6	14
Nc1ccc2nc(SCC(=O)Nc3ccc(N4CCOCC4)c(Cl)c3)sc2c1	2	-46	-20	-17	-24	-28	-20	17	17	-40	-24
C=CCn1c(COc2ccccc2)nnc1SCC(=O)Nc1ccc(S(N)(=O)=O)cc1	-6	-5	-5	-7	0	18	-9	4	-8	2	12
Cc1ccc(-c2nc3ccccc3c(=O)n2CCCn2ccnc2)cc1	-7	26	3	2	3	-6	14	3	1	-17	-6
CCOC(=O)C1=CCN(S(=O)(=O)c2ccccc2Cl)C1c1cccc(C)c1 (centres undefined)	14	-12	nt	-2	8	8	9	-35	-9	13	-11
Cc1cc(C(=O)CSc2nnc(-c3ccncc3)n2-c2ccccc2)c(C)n1C	8	8	7	-11	-29	-28	-15	-7	-6	-8	3
CCOC(=O)N1CCC(NC(=O)CS(=O)Cc2nc(-c3ccc(C)cc3)oc2C)CC1 (centres undefined)	17	6	3	4	0	9	-2	7	12	-16	9
C=CCNC(=O)c1ccc2c(=O)n(CCCN3CCCC3=O)c(=S)[nH]c2c1	12	7	-9	-28	-38	1	12	9	0	0	-16
CCOc1ccccc1NC(=O)Cn1c(=O)c(OCC)nc2cnccc21	-31	-1	-3	-8	-8	nt	nt	5	-11	16	6
O=[N+]([O-])c1ccc(OCC(O)CN(C2CCCCC2)C2CCCCC2)cc1 (centres undefined)	15	-3	-6	5	-4	8	1	-9	-3	-13	15
COc1ccccc1-n1c(SCC(=O)N2CCCC2)nc2cccnc21	1	-6	-3	-9	15	12	19	-3	0	12	4
O=C(NCC(=O)N1CCN(S(=O)(=O)c2ccccc2F)CC1)c1ccc2ccccc2c1	17	-10	3	-4	-15	21	2	9	-10	8	-22
CCOC(=O)C1=C(N)Oc2cc(O)ccc2C1c1ccccc1 (centres undefined)	22	-2	-7	30	-3	-1	6	-19	12	6	2
c1cn2c(NC3CCCCC3)c(-c3ccc(SC4CCCCC4)cc3)nc2cn1	-26&7	-3&2	-22	1&-19	-12	-50&-34	-12&-8	8	10&14	-22	4

By substructure: the compounds so far containing an aryl methoxy group
SMILES	TROY NFkB inh	LRH-1 inv ag	LMP1 NFkB inh	TWEAK-Fn14 inh	NCOA1 inh	SRC2 inh	COUP-TFII inh	KKLEB tox	TRAIL sens C8	NCOA3 inh	CF NFkB block
CCCCCCSc1ccc([C@@H]2[C@@H]3C(=O)N(C)C(=O)[C@@H]3[C@]3(C(=O)OC)CCCCN23)cc1OC	-17	10	-2	-3	-47	-13	-3	3	-1	23	18
COc1ccc(N2C(=O)CC(N(Cc3ccc(S(N)(=O)=O)cc3)C(C)=O)C2=O)cc1 (centres undefined)	9	-6	-4	-6	2	-13	-3	16	-18	-16	-14
CCc1nc(SCC(=O)NNC(=O)c2ccc(OC)cc2)c2ccccc2n1	1	22	-3	-10	4	-23	3	6	-1	19	-7
COc1ccc(OC)c(NC(=O)CSc2nc3nc(C)cc(C)n3n2)c1	-5	10	8	-3	-12	12	9	2	-1	7	-40
COc1ccc(C(=O)Nc2ccccc2C(=O)NC(Cc2ccc(O)cc2)C(=O)NNC(=O)c2ccncc2)cc1 (centres undefined)	-3	-16	-3	9	-3	-20	0	3	9	5	-1
COc1cccc(CNC(=O)c2c(C)nn(-c3ccccc3)c2C)c1	6	-1	-2	6	-38	-11	8	-1	-5	5	0
COc1ccccc1-n1c(SCC(=O)N2CCCC2)nc2cccnc21	1	-6	-3	-9	15	12	19	-3	0	12	4

More entries follow:
SMILES	TROY NFkB inh	LRH-1 inv ag	LMP1 NFkB inh	TWEAK-Fn14 inh	NCOA1 inh	SRC2 inh	COUP-TFII inh	KKLEB tox	TRAIL sens C8	NCOA3 inh	CF NFkB block
Cc1onc(-c2ccccc2Cl)c1C(=O)N1CCN(C(=O)c2ccco2)CC1	-5	-23	2	-1	-11	-19	-10	-8	-3	4	-18
Cn1c(Cn2nnc3ccccc32)nnc1SCC(=O)N1CCc2ccccc21	-19	-21	5	10	-4	12	-7	1	-1	6	15
CNC(=S)N(C)[C@H]1c2c(ccc3ccccc23)OC[C@H]1CO	17	2	-3	28	-6	6	15	-8	-7	10	30
CC1CCN(C(=O)CSCc2ccc(Cl)cc2)CC1	-69	-94	-22	-4	-79	-95	-30	-3	7	-63	9
COC(=O)/C=C1/N/C(=N\c2nc(C)cc(C)n2)N(c2cccc(C)c2)C1=O	-7	19	-3	10	4	6	1	0	-11	-15	15
Cc1ccc(NS(=O)(=O)c2ccc(OCC(=O)NCC3CCCO3)cc2)cc1 (centres undefined)	-7	3	-2	-69	-5	-9	8	10	-2	32	-2
C=CCn1c(Sc2nc(C)cs2)nc2c1c(=O)[nH]c(=O)n2C	-4	-18	1	4	-4	-9	6	13	-8	-1	-6
CC(C)OCCCNc1ccc(N2C(=O)CCCC2=O)cc1[N+](=O)[O-]	-1	27	-19	22	-1	16	-18	0	6	16	-1
COC(=O)/C=c1/s/c(=C(/C#N)C(=O)N2CCOCC2)n(-c2ccccc2)c1=O	8	-4	-1	4	-2	-3	7	-5	3	3	7
CS(=O)(=O)c1nc(-c2ccc(Br)cc2)cc(-c2ccccc2)c1C#N	63*	-16	3	39	0	7	-4	-66*	88*	11	80*
COc1ccc2c(c1)c(=O)oc1c(C)c(OC(C)C(=O)NCC3CCC(C(=O)O)CC3)ccc12 (centres undefined)	-12	26	-6	-18	-9	-14	0	0	-7	11	-21

5 entries picked at random from the list so far:
SMILES	TROY NFkB inh	LRH-1 inv ag	LMP1 NFkB inh	TWEAK-Fn14 inh	NCOA1 inh	SRC2 inh	COUP-TFII inh	KKLEB tox	TRAIL sens C8	NCOA3 inh	CF NFkB block
Cc1onc(-c2ccccc2Cl)c1C(=O)N1CCN(C(=O)c2ccco2)CC1	-5	-23	2	-1	-11	-19	-10	-8	-3	4	-18
COC(=O)/C=C1/N/C(=N\c2nc(C)cc(C)n2)N(c2cccc(C)c2)C1=O	-7	19	-3	10	4	6	1	0	-11	-15	15
Cn1c(Cn2nnc3ccccc32)nnc1SCC(=O)N1CCc2ccccc21	-19	-21	5	10	-4	12	-7	1	-1	6	15
CC(C)OCCCNc1ccc(N2C(=O)CCCC2=O)cc1[N+](=O)[O-]	-1	27	-19	22	-1	16	-18	0	6	16	-1
Cc1ccc(NS(=O)(=O)c2ccc(OCC(=O)NCC3CCCO3)cc2)cc1 (centres undefined)	-7	3	-2	-69	-5	-9	8	10	-2	32	-2
